Screening results (PubChem)
PGC1a acetyl inh: inhibitors of PGC1a acetylation signal, primary screen, cell-based, U2OS, AlphaScreen, inhibitor mode; inhibition, % at 15.6 µM; actives 0.17% (n = 350,000); AlphaScreen anti-acetyl-lysine; with virally co-expressed GCN5 acetyltransferase; AID 651687, 2012;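 active = every replicate shows inhibition of at least 40%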;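 also: 0% = neutral control wells and 100% = positive control wells; some results beyond the cut were filed as inactive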
C2C12 statin: suppressors of statin myotoxicity in C2C12 myotubes, primary screen, cell-based, single point, plate reader; C2C12 myotubes + simvastatin, ATP luminescence, 48 h; scaled: DMSO 0, geranylgeraniol control 100; rescue of ATP level, % at 7.49 µM; actives 0.78% (n = 330,000); AID 602340, 2012;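 active = mean ATP rescue above about 67%, or every replicate alone reaching that limit, limit read from the data, passing the limit was not always enough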;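 also: myotubes were challenged with 10 µM simvastatin during compound exposure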
Cneo AK release: Cryptococcus neoformans cell lysis inducers, primary screen, AK release luminescence, single concentration; C. neoformans lysis, adenylate kinase release luminescence, 4 h; normalised: neutral wells 0, clomiphene wells 100; lysis activity, % at 15 µM; actives 0.2% (n = 360,000); AID 651654, 2012;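 active = mean lysis activity across replicates of at least 80%, whatever share of replicates individually reach that level; inactive = mean lysis activity below 80%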
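read-out = cell lysis signal | test system = log-phase Cryptococcus neoformans yeast cells | input = cells at 5 × 10^6 per mL | medium = fresh YPD growth medium | signal = luminescent adenylate kinase detection reagent | timing = 4 h at 37 °C static, read 1 h later | dosing = single dose | controls = Clomiphene as positive lysis control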
Active calls of the source: *. The list is partial; rates above refer to the full screens.

SMILES	PGC1a acetyl inh	C2C12 statin	Cneo AK release
COc1ccc(CCn2c(O)c(C=NCc3ccc4c(c3)OCO4)c(=O)[nH]c2=O)cc1OC	-7	0	0
O=[N+]([O-])c1ccc(C2C3C(c4ccccc4)=NC4(CCCCC4)N32)cc1 (centres undefined)	-12	-11	-1
CCCCCn1c(=O)c(C(=O)NCc2ccccn2)c(O)c2ccccc21	9	-62	1
CC(=O)OC1N=C(c2ccccc2)c2cc(Br)ccc2NC1=O (centres undefined)	-4	-3	-2
CCN1CCN(Cc2cc(Br)ccc2O)CC1	0	1	-5
CCN(CC)C1=NC(=[N+](CC)CC)c2ccccc21	-13	-154	-2
CC(=NCCCO)c1c(O)n(Cc2ccccc2)c(=O)[nH]c1=O	-3	7	5
c1cncc(CNC2=NCCC2)c1	10	15	-2
C(#CCN1CCOCC1)COCC#Cc1ccccc1	3	-3	2
Cc1cccc(C)c1NC(=O)CN(C)CC(=O)Nc1ccc(C#N)c(Cl)c1	1	0	2
CCCNc1oc(-c2cccc3ccccc23)nc1C#N	5	-59	0
CC(C)NC(=O)Cn1cc(C(=O)c2ccccc2F)c2ccccc21	-9	9	0
C=CCn1c(O)c(C(C)=NCCCO)c(=O)[nH]c1=O	1	108*	2
C=C(C=O)CC1CC(O)[C@]2(C)OC3C[C@@H]4OC5C[C@]6(C)O[C@]7(C)CCC8OC9C[C@]%10(C)OC(/C(C)=C\CO)C(O)CC%10OC9CC(C)C8OC7CC6O[C@]5(C)C/C=C\C4OC3CC2O1 (some centres undefined)	17	3	-1
CC1CCN2c3nc4ccccn4c(=O)c3CC3(C(=O)N(C)C(=O)N(C)C3=O)C2C1 (centres undefined)	2	-2	1
Oc1ccc(/C=N/NP(=S)(c2ccccc2)c2ccccc2)c(O)c1O	6	4	1
CCOC(=O)c1cc(C)n(CCc2cnc[nH]2)c1C	-4	-14	-2
CC1(C)C(C(=O)NCc2ccco2)C1(C)C	-9	-9	-1
Cc1nc2ccccc2n1C1CCN(Cc2nnnn2CCc2ccccc2)CC1	0	-3	1
CCOC(=O)C1=C(N)OC2=C(C(=O)CCC2)C12C(=O)N1c3c(ccc(C)c32)C(C)=CC1(C)C (centres undefined)	22	33	0

Single records, as listed above.
`CCOC(=O)C1=C(N)OC2=C(C(=O)CCC2)C12C(=O)N1c3c(ccc(C)c32)C(C)=CC1(C)C` (centres undefined) in the list: PGC1a acetyl inh: 22; C2C12 statin: 33; Cneo AK release: 0
`CC(C)NC(=O)Cn1cc(C(=O)c2ccccc2F)c2ccccc21` in the list: PGC1a acetyl inh: -9; C2C12 statin: 9; Cneo AK release: 0

(list continues)
SMILES	PGC1a acetyl inh	C2C12 statin	Cneo AK release
CN(C)c1ccc(P(=S)(N(C)C)N(C)C)cc1	-11	3	-2
Cc1cccn2c(=O)c3c(nc12)N1CCC(Cc2ccccc2)CC1C1(C3)C(=O)N(C)C(=O)N(C)C1=O (centres undefined)	7	0	10
CCN(CC)CCOC(=O)c1ccc(N=Cc2c(O)[nH]c(=O)[nH]c2=O)cc1	-12	-8	0
CC1CCC(NCC(O)c2ccccc2)CC1 (centres undefined)	-4	13	11
Cc1ccc(C(c2nnnn2Cc2ccccc2)N2CC=C(c3ccc(F)cc3)CC2)cc1 (centres undefined)	-20	-13	-1
CN1CCN(c2ccc(N)cc2)CC1	-5	2	1
CCN(CC)CCOC(=O)c1cc2cc(COC)ccc2o1	-1	8	2
O=C1C2CCCN2C(c2cccnc2)N1c1nccs1 (centres undefined)	-2	155*	0
CCN(CC)CCCN=C(C)c1c(O)n(C2CCCCC2)c(=O)[nH]c1=O	-6	-3	-5
COc1ccc(CN2CCN(c3ccccc3F)CC2)cc1O	-27	10	1
Cc1cc(C)n2nc(SCC(=O)N3CCC4(CC3)OCCO4)nc2n1	6	3	0
Cc1nn(C2CCOC(C)(C)C2)c2c1C(c1ccc(OC(C)C)cc1)SCC(=O)N2 (centres undefined)	-24	12	0
NC(=O)CSP(=O)(c1ccccc1)c1ccccc1	-4	11	6
COP(=O)(OC)C(NC(=O)C(C)(C)C)=C(Cl)Cl	18	-3	0
CC(c1ccccc1)n1cncc1C(=O)O (centres undefined)	12	7	1
COc1ccc(-c2nc(CS(=O)CC(=O)N3CCC4(CC3)OCCO4)c(C)o2)cc1 (centres undefined)	-1	3	-3
CCC(=Nc1ccc(OC)cc1OC)c1c(O)[nH]c(=O)[nH]c1=O	52	-4	-2
O=C1CC(C(=O)N2CCC3(CC2)OCCO3)CN1CCc1ccccc1 (centres undefined)	-2	-1	-1
Cc1cc(C)n2nc(C)[n+](C)c2n1	-2	-14	-6
C/C(=N/OC(=O)N(C)C)c1ncc(C(F)(F)F)cc1N1CCOCC1	18	39	4
C=CCn1c(O)c(C(C)=NCc2cccnc2)c(=O)[nH]c1=O	-1	3	1
O=C(Nc1cccc2ccccc12)c1nn(C23CC4CC(CC(C4)C2)C3)cc1Br	-22	4	1
CCCCOCCCn1c(N)c(C(=O)OC(C)COC)c2nc3ccccc3nc21 (centres undefined)	-1	-23	1
Cc1ccc(S(=O)(=O)Nc2cc(C(=O)N3CCC4(CC3)OCCO4)ccc2N2CCCCC2)cc1	-36	3	-6
O=c1[nH]c(=O)n(CCc2ccc(F)cc2)c(O)c1C=NCCCN1CCOCC1	6	11	0
CCCC(C)C(=O)NC1CCSC1=O (centres undefined)	8	7	-2
CCN(CC)C(=O)c1ccc(NC(=O)c2cccc(F)c2)cc1	1	-8	5
CC(=NCCN1CCCCC1)c1c(O)n(-c2ccc(Cl)cc2)c(=O)[nH]c1=O	5	-12	-2
Cc1ccc(CN2CCN(CC(=O)N3CCC4(CC3)OCCO4)C2=O)cc1	-10	-1	-2
CCCCCn1c(N)c(C(=O)NCCN2CCOCC2)c2nc3ccccc3nc21	-22	-50	-3
CN1CCN(c2nc(N(C)C)oc(=O)c2C#N)CC1	4	4	-3
Cc1ccc(-c2nc(CS(=O)CC(=O)N3CCC4(CC3)OCCO4)c(C)o2)cc1 (centres undefined)	2	20	2
CSc1ccc(C(=O)C(C)(C)N2CCOCC2)cc1	-37	-26	-1
N=Cc1c(O)n(-c2cccc(Cl)c2)c(=O)[nH]c1=O	8	5	-1
[O-][n+]1onc2c1CCC1N(O)CCC21O (centres undefined)	-2	-5	0
O=c1[nH]c(=O)n(Cc2ccc(F)cc2)c(O)c1C=NCC1CCCO1 (centres undefined)	-1	11	0
O=c1[nH]c(CN2CC=C(c3ccccc3)CC2)nc2cc(C(F)(F)F)ccc12	0	-1	88*
CC1(C)Cc2c(sc3c2C(=O)NC(c2cccnc2)N3)CO1 (centres undefined)	4	-4	2
CCOC(=O)c1sc(/N=C/c2c(O)n(-c3ccccc3)c(=O)[nH]c2=O)c(C#N)c1C	7	10	2
COc1cc2[nH]c(=O)n(-c3ccccc3)c(=O)c2cc1OC	6	0	1
Cc1cccc(C)c1NC(=O)c1cccn(Cc2ccc3c(c2)OC(F)(F)O3)c1=O	11	12	0
Cc1nonc1-c1nc(-c2nonc2N)n[nH]1	5	-8	-1
Cc1ccc2c(c1)C1CN(C)CCC1N2C(=O)Nc1cccc(C(F)(F)F)c1 (centres undefined)	14	-15	-1
CC(=O)OC1(Cc2ccccc2)CN2CCC1c1ccccc12 (centres undefined)	-24	114*	2
CN(C)CC1CSCCC1(O)c1ccccc1Cl (centres undefined)	11	-2	-3
CC(=NCc1ccco1)c1c(O)n(-c2ccccc2)c(=O)[nH]c1=O	2	-2	3
Cc1cc(/C=C2/C(=O)NC(=O)N(c3ccccc3)C2=O)c(C)n1-c1ccc(F)cc1	-17	19	-3
CCOc1cccc(OCC)c2c(C)[n+](CC3CCCO3)c(C)c1-2 (centres undefined)	2	-9	3
CN(C)C1C(=O)C(C(N)=O)=C(O)C2(O)C(=O)C3=C(O)c4c(O)cccc4C(C)(O)C3CC12 (centres undefined)	-26	-1	-1
O=c1[nH]c(=O)n(Cc2ccco2)c(O)c1C=NCc1cccs1	5	2	-3
The listing continues.
SMILES	PGC1a acetyl inh	C2C12 statin	Cneo AK release
CCC(=Nc1cc(OC)ccc1OC)c1c(O)[nH]c(=O)[nH]c1=O	-11	18	-1
CCC(=NCCCN(CC)CC)c1c(O)n(C2CCCCC2)c(=O)[nH]c1=O	2	0	1
CCc1cc2c(N3CCN(C)CC3)ncnc2s1	-3	-3	0
Oc1cccc(/C=N/NP(=S)(c2ccccc2)c2ccccc2)c1	-6	7	0
CCN1CCN(c2ncnc3ccc(Br)cc23)CC1	17	-6	3
CCC(=O)c1cn(Cc2ccccc2C#N)c2ccccc12	-1	10	0
CC1(C)CSC(Nc2ccc(F)c(Cl)c2)=N1	-14	0	-3
CN1CCN(c2ccc(NC(=O)C(C)(C)C)cc2)CC1	6	-8	4
O=C(c1cccc(N2CCCC2=O)c1)N1CCC2(CC1)OCCO2	3	4	-3
CN(C)C1(CNC(=O)c2ccc(Cl)c(S(=O)(=O)NCc3ccco3)c2)CCCCC1	2	1	-1
CCCCn1c(=O)c(C(=O)Nc2ccccc2S(N)(=O)=O)c(O)c2ccccc21	11	-8	5
COc1cccc(-n2nc(C(=O)N3CCC4(CC3)OCCO4)c3ccccc3c2=O)c1	0	-20	-3
O=C1OCCC1NC1=NCCC1 (centres undefined)	11	3	0
CCn1c(=O)n(CC(=O)N2CCC3(CC2)OCCO3)c(=O)c2ccccc21	16	8	1
Oc1ccc(/C=N/NP(=S)(c2ccccc2)c2ccccc2)cc1	3	1	-1
CCOP(=S)(OCC)SCC(=O)NC(C)(CC)C(=O)O (centres undefined)	-2	7	3

27 structures from above, sorted by molecular weight, ascending:
SMILES	PGC1a acetyl inh	C2C12 statin	Cneo AK release
O=C1OCCC1NC1=NCCC1 (centres undefined)	11	3	0
Cc1nonc1-c1nc(-c2nonc2N)n[nH]1	5	-8	-1
CC1(C)CSC(Nc2ccc(F)c(Cl)c2)=N1	-14	0	-3
CCc1cc2c(N3CCN(C)CC3)ncnc2s1	-3	-3	0
CN1CCN(c2ccc(NC(=O)C(C)(C)C)cc2)CC1	6	-8	4
CN(C)CC1CSCCC1(O)c1ccccc1Cl (centres undefined)	11	-2	-3
CCC(=O)c1cn(Cc2ccccc2C#N)c2ccccc12	-1	10	0
COc1cc2[nH]c(=O)n(-c3ccccc3)c(=O)c2cc1OC	6	0	1
CC(=O)OC1(Cc2ccccc2)CN2CCC1c1ccccc12 (centres undefined)	-24	114*	2
CC1(C)Cc2c(sc3c2C(=O)NC(c2cccnc2)N3)CO1 (centres undefined)	4	-4	2
CCC(=Nc1cc(OC)ccc1OC)c1c(O)[nH]c(=O)[nH]c1=O	-11	18	-1
CCN1CCN(c2ncnc3ccc(Br)cc23)CC1	17	-6	3
CC(=NCc1ccco1)c1c(O)n(-c2ccccc2)c(=O)[nH]c1=O	2	-2	3
O=C(c1cccc(N2CCCC2=O)c1)N1CCC2(CC1)OCCO2	3	4	-3
O=c1[nH]c(=O)n(Cc2ccco2)c(O)c1C=NCc1cccs1	5	2	-3
CCOP(=S)(OCC)SCC(=O)NC(C)(CC)C(=O)O (centres undefined)	-2	7	3
Oc1cccc(/C=N/NP(=S)(c2ccccc2)c2ccccc2)c1	-6	7	0
CCn1c(=O)n(CC(=O)N2CCC3(CC2)OCCO3)c(=O)c2ccccc21	16	8	1
CCC(=NCCCN(CC)CC)c1c(O)n(C2CCCCC2)c(=O)[nH]c1=O	2	0	1
O=c1[nH]c(CN2CC=C(c3ccccc3)CC2)nc2cc(C(F)(F)F)ccc12	0	-1	88*
Cc1ccc2c(c1)C1CN(C)CCC1N2C(=O)Nc1cccc(C(F)(F)F)c1 (centres undefined)	14	-15	-1
Cc1cc(/C=C2/C(=O)NC(=O)N(c3ccccc3)C2=O)c(C)n1-c1ccc(F)cc1	-17	19	-3
CCCCn1c(=O)c(C(=O)Nc2ccccc2S(N)(=O)=O)c(O)c2ccccc21	11	-8	5
COc1cccc(-n2nc(C(=O)N3CCC4(CC3)OCCO4)c3ccccc3c2=O)c1	0	-20	-3
CCOC(=O)c1sc(/N=C/c2c(O)n(-c3ccccc3)c(=O)[nH]c2=O)c(C#N)c1C	7	10	2
CN(C)C1C(=O)C(C(N)=O)=C(O)C2(O)C(=O)C3=C(O)c4c(O)cccc4C(C)(O)C3CC12 (centres undefined)	-26	-1	-1
CN(C)C1(CNC(=O)c2ccc(Cl)c(S(=O)(=O)NCc3ccco3)c2)CCCCC1	2	1	-1
